Source: PubChem BioAssay (several laboratories)
E coli Lon inh = inhibits E. coli Lon protease; AID 602123; purified E. coli Lon protease, fluorescence polarization; P0A9M0; 0.42% of 360,000 active; inhibition, % at 7.94 µM; in the data active means inhibition above about 13%, passing the limit was not always enough;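 further: 0% = enzyme with probe and DMSO and 100% = no enzyme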
SKN-1 block = C. elegans SKN-1 inhibition; C. elegans VP596 Pgst-4::GFP/RFP ratio, acrylamide-induced, 24 h; inhibition, % at 21.8 µM; 0.49% of 360,000 active; AID 624304;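 active means interference check ratio from 0.5 to 1.5 plus GFP to RFP signal ratio inhibition reaching or exceeding a fixed threshold, cut at about 30% in these data, passing the limit was not always enough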; further: some compounds called inactive have numbers as strong as hits
NRP1-CendR mod = NRP-1/CendR interaction modulation | FAM-RPARPAR peptide binding to NRP-1, fluorescence polarization | O14786 | 0.85% of 360,000 active | inhibition, % at 25 µM;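 active means inhibition or corrected inhibition above about 18%, plus a signal ratio from 0.5 to 1.5, limit read from the data, passing the limit was not always enough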; further: strong numbers were not always called active
TbMetRS inhib = Trypanosoma brucei MetRS inhibition. 0.4% of 360,000 active. inhibition, % at 11.9 µM. AID 624268. purified T. brucei MetRS, ATP depletion, Kinase-Glo luminescence;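 active means inhibition above a per-plate cutoff of the control wells' mean inhibition plus 3 SD, cut at about 5.5% in these data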;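 further: 0% = DMSO wells median and 100% = median of wells with control inhibitor compound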
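Test system: purified T. brucei MetRS enzyme. Also added: ATP, methionine and E. coli bulk tRNA substrates. Compound: 11.9 µM single point. Schedule: 15 min enzyme-compound preincubation, 2 h reaction, 10 min detection, 25 °C. Signal: luciferase luminescence of residual ATP, Kinase-Glo. Evaluation: percent inhibition versus plate control medians. Controls: DMSO wells, low control.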
MT1-MMP act inh = blocks activation of human MT1-MMP; P50281; HT1080 RFP-PRO-GFP cells, GFP/RFP ratio fluorescence, overnight; percent of plate control window, DMSO zero; GFP/RFP ratio change, % at 20 µM; 0.061% of 360,000 active;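 active means GFP/RFP ratio change of at least 30% with cell ATP level not reduced by more than half and red fluorescence within 50% of control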; further: strong numbers were not always called active
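Test system: HT1080 cells expressing an RFP-PRO-GFP fluorescent reporter construct / Compound dosing: single-point 20 µM compound, 1% DMSO / Schedule: cells overnight before dosing, compound overnight, 37 °C, 5% CO2 / Evaluation: GFP/RFP fluorescence ratio / Control set: DMSO and RFP-L50D-GFP cell wells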
FAS TE block = FAS thioesterase (human) inhibition; P49327; recombinant FAS-TE, OMFH fluorogenic substrate, fluorescence endpoint; inhibition, % at 15 µM; 0.67% of 360,000 active; AID 602261;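 active means compounds whose normalised, plate-corrected inhibition of enzyme fluorescence in the single-dose primary screen is 50% or more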;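 further: 0% = DMSO with enzyme and 100% = substrate without enzyme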
PABP1 MLLE inh = inhibitors of microRNA-mediated deadenylation, human PABP1 MLLE binding; inhibition, % at 20 µM; 0.36% of 360,000 active; GST-MLLE / FITC-PAM2 fluorescence polarization; in the data active means inhibition above about 35%, passing the limit was not always enough;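 further: plate controls were DMSO wells with GST-MLLE for no effect and wells lacking GST-MLLE protein for full effect; some results filed as inactive read as strong as hits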
Target sequence (P11940 whole entry, looked up): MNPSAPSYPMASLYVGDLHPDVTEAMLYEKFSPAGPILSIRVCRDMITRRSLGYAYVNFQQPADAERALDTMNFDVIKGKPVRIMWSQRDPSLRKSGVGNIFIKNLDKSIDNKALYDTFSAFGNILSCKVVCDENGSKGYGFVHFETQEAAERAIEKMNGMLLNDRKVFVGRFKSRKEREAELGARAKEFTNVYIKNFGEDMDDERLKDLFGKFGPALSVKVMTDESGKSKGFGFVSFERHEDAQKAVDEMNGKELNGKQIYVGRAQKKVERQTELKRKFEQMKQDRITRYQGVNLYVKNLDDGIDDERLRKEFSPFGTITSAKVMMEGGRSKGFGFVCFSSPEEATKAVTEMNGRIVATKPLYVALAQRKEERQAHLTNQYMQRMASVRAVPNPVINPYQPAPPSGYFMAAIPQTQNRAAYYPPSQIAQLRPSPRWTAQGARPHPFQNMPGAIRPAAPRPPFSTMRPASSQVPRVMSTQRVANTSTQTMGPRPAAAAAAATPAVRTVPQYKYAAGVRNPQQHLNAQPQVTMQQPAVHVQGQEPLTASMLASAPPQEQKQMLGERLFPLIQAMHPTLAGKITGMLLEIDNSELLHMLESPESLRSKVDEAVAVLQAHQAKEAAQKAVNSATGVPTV
MsrA act = activators of bovine methionine sulfoxide reductase A; purified bovine MsrA, absorbance read-out; activation, % at 10.6 µM; 0.3% of 360,000 active; AID 602163; in the data active means activation above about 7.5%;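 further: 0% = vehicle and 100% = reference activator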
MsrA inhibitor = inhibitors of bovine MsrA; AID 651718; inhibition, % at 15.5 µM; purified bovine MsrA, absorbance read-out; 0.75% of 360,000 active; in the data active means inhibition above about 4.5%;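 further: 0% = vehicle wells with enzyme and 100% = reference inhibitor wells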
An asterisk follows results filed as active; x = no result given.

SMILES	E coli Lon inh	SKN-1 block	NRP1-CendR mod	TbMetRS inhib	MT1-MMP act inh	FAS TE block	PABP1 MLLE inh	MsrA act	MsrA inhibitor
CSc1ccc(S(=O)(=O)NC2CC2)cc1	-3	-2	4	-1.2	1	1	2	-3	-0.7
COc1oc(-c2ccc(Cl)cc2)nc1C(F)(F)F	4	29	-4	-0.2	-1	5	17	-1	-0.4
Cc1ccc(Nc2nc(CSc3nnnn3-c3ccccc3)cs2)cc1	3	16	-4	0.1	-5	24	-55	-1	0.2
Cn1c(NC(=O)c2ccccc2Br)cc(=O)n(C)c1=O	-8	-6	5	-0.6	0	-8	7	-3	-0.4
O=C(O)C1CCN(C(=O)c2cccc3ccccc23)CC1	0	7	15	-0.3	x	1	-12	-2	1.8
C#CCOCCOCCOCCNc1nc(N2CCN(C(=O)Cn3cc(CCO)nn3)CC2)nc(N2CCN(C(=O)Cn3cc(CCCN=C(N)N)nn3)CC2)n1	-12	-2	-1	-0.1	0	-13	-6	-2	0.4
C=CCOc1ccc(-c2nc3c(c(=O)[nH]c(=O)n3CCC)n2CCCC)cc1	14	2	10	-0.6	1	-8	-2	-1	0.3
COc1cccc(-c2cc(C(=O)N3CCN(S(=O)(=O)c4ccc(Br)cc4)CC3)[nH]n2)c1	10	-7	8	-0.9	4	-1	2	-7	0.2
CC1=NN(C(=O)COc2ccc(C)c(C)c2)C(O)(c2ccccc2)C1 (centres undefined)	-4	-8	9	-0.7	4	-2	6	-9	-0.4
CCc1ccc(OCc2n[nH]c(=S)n2Cc2ccccc2)cc1	-2	5	6	-0.1	5	10	-62	-2	-0.5
COc1ccc(S(=O)(=O)N(C)C)cc1NC(=O)CN1C(=O)NC2(CCCC2)C1=O	1	1	8	0.1	3	-1	-27	0	-1.1
Cc1ccc(CNS(=O)(=O)NCc2ccccc2F)cc1	-10	-3	-9	-0.5	-1	2	7	-5	0.1
Cc1ccc(C)c(-n2c(-c3csc(C)c3)n[nH]c2=S)c1	-8	7	7	-1.4	-5	-13	12	-8	-0.3
CCOC(=O)c1c(C)c[nH]c1C	-14	5	-3	-1.1	1	-4	-20	-8	-0.9
COCCNC(=O)C1CCC(CNS(=O)(=O)c2cccc3nsnc23)CC1 (centres undefined)	-3	0	-4	-0.3	0	-6	-5	-4	-0.3
Cc1c(NC(=O)COC(=O)CSc2ccc([N+](=O)[O-])cc2)c(=O)n(-c2ccccc2)n1C	-4	1	-2	-0.3	6	-3	28	-3	1.9
Cn1c(=O)n(C)c2cc([N+](=O)[O-])c(N3CCN(C(=O)c4cccc(F)c4)CC3)cc21	0	5	5	0.8	3	-2	22	-3	2.2
CC(=O)Nc1cc(S(=O)(=O)Nc2cccc(C)c2)c(C)cc1C	0	13	-1	-0.2	-2	-5	1	-2	-0.2
Cc1cccc(C(=O)NCC(c2ccco2)N2CCc3ccccc32)c1 (centres undefined)	-3	28	7	-0.3	-1	14	0	-3	-1.1
Cc1ccc(S(=O)(=O)/N=C(/Nc2ccc3[nH]c(=O)[nH]c3c2)c2ccccc2)cc1	-6	-1	1	-1.0	0	-12	5	-12	0.4
CC1CCN(CCCNC(=O)c2n[nH]c(=O)c3ccccc23)CC1	-8	-25	-3	-0.2	1	-15	2	-10	0.6
CCNc1nc(Cl)nc(N(NC(C)=O)C(C)C)n1	5	12	13	-0.5	2	-3	-1	-2	-1.1
CCCCCC(=O)Nc1c(-c2ccc(OC)cc2)c(=O)c2ccccc2n1C	-5	-11	2	-0.8	4	-6	4	-2	3.2
CCSc1ncnc2sc3c(c12)CCC3	-2	-2	-6	-0.1	-4	12	-2	-1	-1.0
O=C1C2CC=CCC2C(=O)N1c1n[nH]c(-c2ccccc2)n1 (centres undefined)	-2	-25	6	-0.3	-5	1	-3	-1	0.3
CCOC(=O)NC1(NCc2ccccc2)Oc2ccccc2O1	-6	11	0	-0.3	2	-7	10	-6	-1.0
Cc1ccc(Cn2c(C)cc3c(c2=O)C(c2cccs2)C(C#N)=C(N)O3)cc1 (centres undefined)	-5	7	-14	0.0	9	-8	-2	-3	-0.4
COc1ccccc1CCn1cnc(-c2ccc(Br)cc2)c1C(C)C	-5	3	-1	0.4	-6	18	x	1	0.3
CC(=O)c1ccc(-n2ccc(=O)cc2)cc1	-5	0	-2	-1.2	2	-4	-4	-2	1.2
O=C(O)Cn1nnc(-c2cccs2)n1	1	23	7	-0.3	3	-6	7	1	0.3

Four of the compounds above, as comma-separated lines.
SMILES,E coli Lon inh,SKN-1 block,NRP1-CendR mod,TbMetRS inhib,MT1-MMP act inh,FAS TE block,PABP1 MLLE inh,MsrA act,MsrA inhibitor
CCNc1nc(Cl)nc(N(NC(C)=O)C(C)C)n1,5,12,13,-0.5,2,-3,-1,-2,-1.1
CCCCCC(=O)Nc1c(-c2ccc(OC)cc2)c(=O)c2ccccc2n1C,-5,-11,2,-0.8,4,-6,4,-2,3.2
CCSc1ncnc2sc3c(c12)CCC3,-2,-2,-6,-0.1,-4,12,-2,-1,-1.0
O=C1C2CC=CCC2C(=O)N1c1n[nH]c(-c2ccccc2)n1 (centres undefined),-2,-25,6,-0.3,-5,1,-3,-1,0.3

(listing goes on)
SMILES	E coli Lon inh	SKN-1 block	NRP1-CendR mod	TbMetRS inhib	MT1-MMP act inh	FAS TE block	PABP1 MLLE inh	MsrA act	MsrA inhibitor
COc1cc(CNCCN2CCOCC2)ccc1OCc1ccc(Cl)cc1	-2	5	0	0.6	5	-6	-10	1	-0.1
CCn1nnc2sc3c(c2c1=O)CCC(C)C3 (centres undefined)	-8	36*	9	-0.3	1	-11	-3	-7	-0.3
C/C(=N\NC(=O)C1CC1)c1ccc(Cl)cc1	6	9	0	-1.6	3	-4	8	-10	0.9
O=C(COc1ccccc1[N+](=O)[O-])Nc1cc(Cl)ccc1C(=O)O	-5	-5	18	-0.6	-1	-6	8	-3	2.0
COc1ccc(N2CCN(C(=O)COC(=O)CNC(=O)c3ccc(C)cc3)CC2)cc1	1	6	-3	-0.5	1	-8	-1	-7	-1.1
Cc1ccc(CSc2nc(-c3ccccc3)c(C#N)c(=O)[nH]2)cc1	3	9	-12	-0.3	6	6	-18	-1	-1.1
CSc1nc(N)nc(SCC(=O)Nc2cccc(F)c2)c1C#N	9	-6	-3	0.3	9	40	-1	-12	0.3
Cc1cccc(C)c1NC(=O)Cn1nnnc1N	7	-7	0	0.8	3	-4	1	-3	-1.1
CCCCCCCNC(=O)C1(CC2CC(c3cccc(Br)c3)=NO2)CCN(C(=O)c2cc(OCC)c(OCC)c(OCC)c2)CC1 (centres undefined)	-1	9	9	-0.2	6	14	2	1	-0.6
Cn1c(=O)c2c(nc(NCCCN3CCOCC3)n2Cc2cccc(Cl)c2)n(C)c1=O	9	0	-20	0.1	-2	-10	9	-3	0.2
Cc1cccc(C)c1NC(=O)CNC(=O)Cc1c[nH]c2ccccc12	-4	-8	-1	-0.3	-4	-4	3	-3	2.2
CCOC(=O)[C@]12CCC=C1N(Cc1ccccc1)C(=O)[C@H](CC(=O)N1CCSCC1)C2	-6	-4	-1	-1.2	6	-10	x	-4	-0.1
O=C(c1ccc(Cn2cc(Br)cn2)cc1)N1CCN(c2ccccc2)CC1	-11	-4	0	-0.8	3	7	0	-4	x
COc1cccc(CNC(=O)Cc2ccc(OC)c(S(=O)(=O)N3CCOCC3)c2)c1	-7	10	5	0.1	1	-10	12	-6	-0.1
CCOc1ccc(C(=O)NC2CCN(C(=S)NCc3ccco3)CC2)cc1	-7	15	26*	-1.9	0	-8	-126	-2	0.4

An excerpt of these results, with two lines to a compound:
Results follow in this order: E coli Lon inh | SKN-1 block | NRP1-CendR mod | TbMetRS inhib | MT1-MMP act inh | FAS TE block | PABP1 MLLE inh | MsrA act | MsrA inhibitor
> Cc1ccc(CNS(=O)(=O)NCc2ccccc2F)cc1
 : -10 | -3 | -9 | -0.5 | -1 | 2 | 7 | -5 | 0.1
> Cc1c(NC(=O)COC(=O)CSc2ccc([N+](=O)[O-])cc2)c(=O)n(-c2ccccc2)n1C
 : -4 | 1 | -2 | -0.3 | 6 | -3 | 28 | -3 | 1.9
> COc1cc(CNCCN2CCOCC2)ccc1OCc1ccc(Cl)cc1
 : -2 | 5 | 0 | 0.6 | 5 | -6 | -10 | 1 | -0.1
> COc1cccc(-c2cc(C(=O)N3CCN(S(=O)(=O)c4ccc(Br)cc4)CC3)[nH]n2)c1
 : 10 | -7 | 8 | -0.9 | 4 | -1 | 2 | -7 | 0.2
> CCCCCC(=O)Nc1c(-c2ccc(OC)cc2)c(=O)c2ccccc2n1C
 : -5 | -11 | 2 | -0.8 | 4 | -6 | 4 | -2 | 3.2
> Cc1cccc(C)c1NC(=O)Cn1nnnc1N
 : 7 | -7 | 0 | 0.8 | 3 | -4 | 1 | -3 | -1.1

Remaining list, next part
SMILES	E coli Lon inh	SKN-1 block	NRP1-CendR mod	TbMetRS inhib	MT1-MMP act inh	FAS TE block	PABP1 MLLE inh	MsrA act	MsrA inhibitor
COc1ccc(Br)cc1CN(C)CC(=O)Nc1c(Cl)cccc1Cl	10	1	-4	-0.1	-6	14	-15	-3	0.1
Oc1ccc(C[C@@H]2CNC(=S)N2CCc2cc(C(F)(F)F)cc(C(F)(F)F)c2)cc1	9	10	14	0.2	-1	7	-83	1	-0.2
Cc1c(-n2c(CN3C(=O)c4ccccc4C3=O)nc3ccccc3c2=O)c(=O)n(-c2ccccc2)n1C	10	40*	26*	-0.2	2	-2	-11	-4	-1.8
COc1ccc(CCN(C)C2CCCN(S(=O)(=O)c3ccc(C)cc3)C2)cc1OC (centres undefined)	4	-2	13	-0.3	0	0	-3	-1	0.2
Cc1cc(=O)[nH]c(SCC(=O)NC2CCCc3ccccc32)n1 (centres undefined)	-6	5	1	0.3	8	-6	4	0	-0.2
Cc1ccc(-c2cnc3cc(C)nn3c2)cc1	5	22	7	0.0	1	-7	-3	-1	-0.1
CC1CN(C(=O)COC(=O)c2cc(=O)c3ccccc3o2)CC(C)O1 (centres undefined)	4	10	8	-0.2	0	-4	-6	1	-1.3
CCNC(=O)N1C[C@H]2CON(C)[C@H]2C[C@H]1c1ccccc1Br	1	-6	-5	-1.3	2	-6	18	-6	0.6
Cc1ccc(Cc2nc(-c3cccc(C)c3)no2)cc1	-6	7	-1	-0.4	8	26	4	-2	-1.8
CCN(CC1CCCN(CCc2cccc(OC)c2)C1)C(=O)c1ccoc1 (centres undefined)	-6	2	-1	-0.1	-3	-2	3	-4	-0.7
COc1cc2c(cc1NC(=O)CN1CCN(S(=O)(=O)c3ccc(C)cc3)CC1)oc1ccccc12	1	-10	2	-3.3	-14	23	-8	-12	-0.7
Cc1csc(NC(=O)c2cc(C)oc2C)n1	-7	25	10	-0.9	-7	-3	1	-5	1.9
COc1ccc(C2CCN(Cc3cccnc3)CC2O)cc1 (centres undefined)	10	26	-25	-0.7	-10	-3	-1	-1	-0.9
Cc1ccc(-c2csc(N3CCC[C@@H]3C(=O)NCCn3c(C(F)(F)F)nc4ccccc43)n2)cc1	-14	-21	8	-0.2	4	23	-8	-2	1.1
CCn1c(=NC(=O)CN2C(=O)CCC2=O)sc2c(C)cc(C)cc21	-8	-3	-2	0.9	6	-2	-5	-2	0.4
